# Source: PubChem BioAssay
# RAM network inh – yeast RAM network inhibition. S. cerevisiae dse1pr::URA3 reporter, 5-FOA growth OD615, 2 d; analog-sensitive cbk1-as2 kinase mutant strain. inhibition, % at 50 µM. actives 1.8% (n = 190,000);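 active means inhibition above a set limit, 3 SD over mean compound inhibition, cut at about 8.4% in these data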;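 further: 0% = DMSO-only wells with no growth and 100% = 10 µM 1-NA-PP1 full growth; inhibition rescues growth on 5-FOA so higher OD means more RAM inhibition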
# ROMK mod – modulators of human ROMK potassium channel. B-score at 10 µM. Tet-inducible ROMK, thallium flux fluorescence; actives lie on both sides. actives 2% (n = 130,000). AID 1918. P48048;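 active means signal ratio slope over the read window, or its plate-corrected B-score, at least 3 SD from the plate mean, either direction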;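 further: B-score of the F/F0 ratio slope over 7 to 12 s after thallium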
# Target sequence (P48048 whole entry, looked up): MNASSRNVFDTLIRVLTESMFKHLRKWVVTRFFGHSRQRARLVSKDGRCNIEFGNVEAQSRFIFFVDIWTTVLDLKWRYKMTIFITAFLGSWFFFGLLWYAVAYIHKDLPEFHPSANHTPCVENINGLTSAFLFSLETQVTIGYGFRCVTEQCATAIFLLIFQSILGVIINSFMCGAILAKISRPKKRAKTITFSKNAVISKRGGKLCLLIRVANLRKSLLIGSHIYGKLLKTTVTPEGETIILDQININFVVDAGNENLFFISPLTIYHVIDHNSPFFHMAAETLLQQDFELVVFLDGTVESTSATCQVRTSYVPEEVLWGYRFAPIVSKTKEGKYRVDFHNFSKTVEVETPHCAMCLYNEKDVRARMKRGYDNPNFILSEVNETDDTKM
# PPARg SRC1 recr – PPARgamma-driven SRC-1 recruitment agonism. actives 0.41% (n = 200,000). P37231. activation, % at 8 µM. PPARgamma-SRC-1 coactivator recruitment biochemical assay; in the data active means activation above about 19%;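 further: 0% = DMSO and 100% = reference agonist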
# STAT1 inh – inhibitors of IFN-gamma induced STAT1 signaling; NIH 3T3 STAT1-luciferase reporter, luminescence; inhibition, % at 5.5 µM; actives 0.35% (n = 200,000);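 active means inhibition above a set limit, the mean inhibition across all tested compounds plus 3 SD, cut at about 34% in these data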;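 further: 0% = IFN-gamma with DMSO and 100% = IFN-gamma with 300 µM nifuroxazide; values of inactives mirror those of a sister screen read the other way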
# STAT3 blocker – inhibitors of IL-6 induced STAT3 signaling; U3A cells, IL-6 STAT3-luciferase reporter, luminescence; host cell line lacks STAT1; inhibition, % at 5.5 µM; actives 0.89% (n = 190,000);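 active means inhibition above the mean inhibition across all screened compounds plus 3 SD, cut at about 44% in these data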;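 further: 0% = DMSO only wells and 100% = 100 µM nifuroxazide control wells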
# TLR4-MyD88 BLA – inhibitors of human TLR4-MyD88 binding; HeLa CL3-4 TLR4/MyD88 BLA complementation, FRET ratio; actives 0.18% (n = 200,000); inhibition, % at 8.4 µM; AID 861; O00206+Q99836; in the data active means inhibition above about 25%;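 further: 0% = vehicle and 100% = reference inhibitor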
# SRC2 TRFRET art – flags TR-FRET format artefacts in PPARgamma SRC-2 recruitment agonist screen | TR-FRET artefact counter-screen; active compounds read high | TR-FRET ratio at 8 µM | actives 0.4% (n = 200,000); in the data active means TR-FRET ratio above about 2000; further: inactives centre near 1500
# PPARg SRC-3 ag – promotes SRC-3 coactivator recruitment by human PPARgamma. P37231. actives 0.26% (n = 200,000). AID 731. activation, % at 8 µM. biochemical PPARgamma/SRC-3 coactivator recruitment assay; in the data active means activation above about 23%;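 further: 0% = DMSO and 100% = reference agonist; some compounds past the cut are filed as inactive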
# S1P3 antag – S1P3 (human) receptor antagonism; inhibition, % at 4.98 µM; CHO S1P3 NFAT-BLA reporter, FRET fluorescence, antagonist mode; actives 0.27% (n = 170,000); Q99500; AID 485;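 active means inhibition above the plate cutoff, the mean inhibition of test wells on that plate plus 3 SD, cut at about 28% in these data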;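 further: cells challenged with S1P at its EC80 of 0.8 µM; blue over green emission ratio from cleaved BLA substrate after 4 h stimulation; 0% = S1P-stimulated wells and 100% = unstimulated DMSO-only wells; some compounds past the cut are filed as inactive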
# Target sequence (Q99500 whole entry, looked up): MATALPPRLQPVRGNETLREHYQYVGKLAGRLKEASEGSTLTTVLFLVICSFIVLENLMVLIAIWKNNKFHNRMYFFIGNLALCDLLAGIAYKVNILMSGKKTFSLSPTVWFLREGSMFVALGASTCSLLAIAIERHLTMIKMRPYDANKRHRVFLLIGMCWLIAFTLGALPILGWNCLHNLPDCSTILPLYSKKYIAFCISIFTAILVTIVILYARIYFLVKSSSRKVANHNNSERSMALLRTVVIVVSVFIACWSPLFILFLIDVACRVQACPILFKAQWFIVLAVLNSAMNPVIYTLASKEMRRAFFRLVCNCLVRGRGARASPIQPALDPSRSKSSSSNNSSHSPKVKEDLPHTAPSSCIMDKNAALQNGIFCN
# STAT3 act – STAT3 signaling activation; U3A cells, IL-6 STAT3-luciferase reporter, luminescence; 100% = signal with IL-6 EC80 alone; AID 871; activation (% of control), % at 5.6 µM; actives 0.91% (n = 190,000);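 active means activation above the screen-wide mean of compound activation plus 3 SD, cut at about 130% in these data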;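 further: 0% = background luminescence of wells with medium and substrate only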
#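 Detection: reporter luminescence signal / Assay system: STAT1-lacking human U3A cells, STAT3 luciferase reporter / Incubation: compound pre-incubation 1 h before IL-6, then 6 h stimulation at 37 °C / Control set: IL-6-only high control / Read-out: % activation relative to IL-6 control / Probe or stimulus: Interleukin-6, 33 ng/mL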
# PPARg SRC2 recr – agonists of SRC-2 recruitment by human PPARgamma; PPARgamma LBD-SRC-2 recruitment, biochemical; activation, % at 8 µM; actives 0.34% (n = 200,000); AID 1032; in the data active means activation above about 22%;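 further: 0% = vehicle and 100% = reference agonist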
# An asterisk follows results filed as active; x = no result given.
SMILES,RAM network inh,ROMK mod,PPARg SRC1 recr,STAT1 inh,STAT3 blocker,TLR4-MyD88 BLA,SRC2 TRFRET art,PPARg SRC-3 ag,S1P3 antag,STAT3 act,PPARg SRC2 recr
O=C(Nc1nc(=O)c2ccccc2s1)c1ccc(Cl)cc1,3.0,x,20.2*,-20.2,7.6,6.9,1596,16.1,x,101.5,6.1
COc1cc2c(cc1OC)C1(CCCC1)CNC2C (stereo unspecified),2.7,0.257,-6.4,5.2,-2.3,-9.5,1382,0.6,-12.0,104.7,1.0
Cc1nnc(NC(=O)c2ccc3ccccc3n2)s1,-0.6,0.282,-1.3,-45.0,-33.9,-17.3,1615,5.1,-19.4,136.2*,-4.8
Cc1cccc(C)c1NC(=O)COC(=O)c1ccccc1Nc1ccccc1,4.8,2.54,4.5,-4.8,-6.4,1.8,1398,-0.8,-3.0,103.1,4.5
Cc1ccccc1N(CC(=O)N/N=C/c1ccc(Cl)cc1)C(=O)c1ccccc1,1.2,0.162,-0.7,-7.2,9.9,8.3,1588,-3.4,x,96.5,5.3
CCCCCOC(=O)Cn1c(SCC(=O)Nc2ccccc2)nc2c1c(=O)[nH]c(=O)n2C,3.6,x,11.3,7.2,4.1,-4.1,1837,9.4,0.2,98.7,15.3
Cn1c(=O)c(Nc2ccc(Cl)cc2)c2c3c(cccc31)C(=O)c1ccccc1-2,2.7,x,12.9,-5.5,-12.8,9.5,1658,-2.1,3.1,115.2,2.9
O=C(OCCNC(=O)c1ccc2ccccc2n1)c1cccnc1,1.6,-0.359,-1.8,0.5,-3.4,5.5,1688,-7.5,x,102.7,-6.0
CCCn1c(-c2cccc([N+](=O)[O-])c2)nc2c1c(=O)[nH]c(=O)n2Cc1ccccc1,2.5,-0.0976,-4.1,4.1,15.9,8.0,1420,-1.4,-10.2,89.1,1.9
CCOC(=O)C(/C(C)=N/NC(=O)c1ccccc1[N+](=O)[O-])C(C)C (stereo unspecified),1.6,0.331,3.5,-1.5,-4.7,-2.5,1575,4.3,x,107.8,2.4
O=C(COC(=O)C1CC(=O)N(c2ccc3c(c2)OCCO3)C1)Nc1ccc2c(c1)CCC2 (stereo unspecified),2.7,0.0146,4.3,-4.2,13.1,-1.0,1549,6.1,11.9,95.1,6.6
O=C(c1ccc(S(=O)(=O)N2CCOCC2)cc1)N1CCN(C2=NS(=O)(=O)c3ccccc32)CC1,2.5,0.186,0.7,1.7,-0.1,-2.8,1614,-2.1,x,100.2,0.2
O=C(Cc1ccccc1)NCC(=O)N/N=C/c1ccc(Cl)cc1,1.7,0.216,-2.1,0.9,8.3,-11.9,1870,6.5,-9.8,97.1,9.2
COC(=O)CSC1=C(C#N)C(c2ccc(C(C)C)cc2)CC(=O)N1 (stereo unspecified),5.1,x,0.0,-0.3,12.0,-7.2,1550,-6.4,-2.7,97.2,-5.0
COc1ccc(C(=O)NCC(=O)OCC(=O)Nc2cc([N+](=O)[O-])ccc2F)cc1,-0.8,0.587,0.1,0.8,15.4,-16.4,1506,-7.8,-9.3,93.5,-3.3
CCOCCCNCC(=O)Nc1ccccc1N1CCOCC1,1.7,x,-2.3,-6.6,2.2,4.2,1529,8.4,-14.8,102.8,-3.6
COc1cc2cc(CN(CCc3cccc(C)c3)C(=S)NCCCN(C)C)c(=O)[nH]c2cc1OC,0.3,x,7.2,-1.1,2.6,5.8,1567,-1.0,-5.0,97.2,-2.5
CC(C)(C)c1ccccc1NC(=O)c1ccco1,-0.5,x,4.3,-6.0,-0.8,2.2,1459,-11.6,-31.0,104.3,-3.1
CCCCNC(=O)N1CCN(Cc2ccc(F)cc2)CC1,-0.6,0.0622,-6.6,0.3,-3.0,1.7,1517,0.4,-22.1,109.4,1.0
CN(C(=O)Cc1ccccc1)n1cnnc1,-1.0,-0.307,-6.0,0.6,8.1,-6.7,1430,-1.5,x,96.7,1.1
COc1cc(/C=N/NC(=O)c2cc(C34CC5CC(CC(C5)C3)C4)[nH]n2)ccc1O,-0.2,x,-3.4,-6.3,4.9,-9.6,1372,-8.7,x,104.1,-6.6
O=C(C1CCCO1)N1CCN(C(=S)Nc2cccc(Cl)c2)CC1 (stereo unspecified),-0.5,-0.744,-0.3,1.4,-2.0,-2.1,1322,-1.8,-3.4,101.9,-4.2
O=C1COc2ccc(C(=O)COC(=O)CNC(=O)c3ccccc3)cc2N1,3.8,0.0525,13.2,-1.9,9.4,-5.0,1717,7.3,-15.4,95.9,10.0
Cc1cc(=O)n2c(C)n[nH]c2n1,2.9,x,-2.1,-7.8,-2.7,-1.8,1573,4.0,-6.5,102.0,-0.3
O=C(NCC1CCCO1)c1ccccn1 (stereo unspecified),0.6,x,-5.1,-3.4,-0.9,5.3,1534,-3.2,-12.7,104.3,0.9

# The list goes on; it opens with the four that closed the last part.
SMILES,RAM network inh,ROMK mod,PPARg SRC1 recr,STAT1 inh,STAT3 blocker,TLR4-MyD88 BLA,SRC2 TRFRET art,PPARg SRC-3 ag,S1P3 antag,STAT3 act,PPARg SRC2 recr
O=C(C1CCCO1)N1CCN(C(=S)Nc2cccc(Cl)c2)CC1 (stereo unspecified),-0.5,-0.744,-0.3,1.4,-2.0,-2.1,1322,-1.8,-3.4,101.9,-4.2
O=C1COc2ccc(C(=O)COC(=O)CNC(=O)c3ccccc3)cc2N1,3.8,0.0525,13.2,-1.9,9.4,-5.0,1717,7.3,-15.4,95.9,10.0
Cc1cc(=O)n2c(C)n[nH]c2n1,2.9,x,-2.1,-7.8,-2.7,-1.8,1573,4.0,-6.5,102.0,-0.3
O=C(NCC1CCCO1)c1ccccn1 (stereo unspecified),0.6,x,-5.1,-3.4,-0.9,5.3,1534,-3.2,-12.7,104.3,0.9
Cc1ccccc1Nc1nnc(SCC(=O)NCc2cccs2)s1,0.1,-0.166,0.2,1.9,1.7,-2.8,1574,1.3,9.5,101.6,4.2
O=C(COC(=O)C12CC3CC(CC(Br)(C3)C1)C2)Nc1cccnc1Cl,0.5,-0.565,4.8,1.5,0.4,6.0,1532,5.8,6.6,104.8,-3.7
CC(=O)NC(Cc1ccccc1)C(=O)OCC(=O)c1ccc(Cl)cc1 (stereo unspecified),0.1,-0.702,-1.0,0.0,-4.1,-2.0,1461,2.2,-7.7,103.4,1.6
COc1cc(/C=N/NC(=S)NCc2ccccc2)ccc1OCC#N,2.6,1.17,10.9,7.4,8.6,3.4,1488,5.7,1.7,96.4,0.4
Cc1nc(Nc2ccccc2)sc1-c1ccccc1,-2.2,0.994,-1.7,-104.1,14.7,-15.3,1413,-2.0,-10.8,89.5,-11.9
CC(C)C(=O)Nc1nnc(SCC(=O)NCc2ccc3c(c2)OCO3)s1,1.3,0.531,4.7,4.4,-0.2,-1.4,1737,1.7,-14.7,104.5,8.1
CC(=O)N1Cc2ccccc2C(C)CC12CCCC2 (stereo unspecified),-0.4,x,0.7,1.8,3.5,14.3,1583,0.9,-2.2,96.4,2.0
COC1(OC)C(/C=C/c2ccc(C)cc2)C(C#N)(C#N)C1(OC)OC (stereo unspecified),3.6,0.586,-6.4,18.0,14.3,0.0,1527,8.6,x,90.6,15.2
CC1Cc2nc(SCC(=O)Nc3nccs3)n(Cc3ccccc3)c(=O)c2S1 (stereo unspecified),2.1,x,3.9,0.7,-8.7,-2.1,1505,11.8,13.7,111.7,10.9
O=C1/C(=C\c2cccs2)N=C(c2cccs2)N1Nc1ccccc1,2.9,x,-0.4,-1.8,21.8,5.0,1397,-11.7,x,83.3,-1.9
O=C1C(Cl)=C(Nc2ccccc2O)C(=O)N1CCc1ccccc1,7.3,0.166,4.4,1.2,-22.1,-5.4,1425,2.5,-3.2,116.0,-0.8
CN(C)CCOC(=O)C12CC3CC(CC(C3)C1)C2,0.3,0.862,-8.3,2.8,3.7,-7.7,1266,-11.9,x,101.7,1.6
O=C(CSc1nnc(NC2CCCCC2)s1)NC1CCS(=O)(=O)C1 (stereo unspecified),-0.7,-0.028,-5.7,-7.1,6.8,-5.8,1631,3.6,6.3,100.6,-1.8
COc1ccc(NC(=O)CC2C(=O)N(c3ccccc3)C(=O)N2CCc2cccs2)cc1 (stereo unspecified),2.8,-1.3,1.8,12.9,10.5,-21.2,1616,1.0,18.6,93.3,13.8
CC1=C(CC(=O)c2ccc(Cl)cc2)C(=O)c2ccccc2C1=O,2.5,x,-2.7,-9.7,-16.1,-5.3,1404,1.5,x,123.0,-4.2
OCCC1CN(C/C(Cl)=C/c2ccccc2)CCN1C1CCCC1 (stereo unspecified),-0.9,-0.178,-0.1,-6.1,-8.7,4.5,1482,-6.6,1.9,112.1,-3.0
Cc1cc(C2C(=O)CC(=O)CC2c2ccccc2)on1 (stereo unspecified),2.4,x,-4.6,5.8,7.1,-0.7,1309,-4.3,-27.5,97.4,-2.5
O=C(O)c1ccc(NC(=O)c2cccs2)cc1,2.1,-0.729,3.0,2.0,-0.8,2.3,1872,4.7,-3.6,103.8,16.9
COc1cccc(-n2c(SCC(=O)NCCc3ccccc3)nnc2-c2ccoc2C)c1,0.0,x,-0.3,-8.8,0.9,2.2,1529,-1.5,-30.6,104.8,1.4
FC(F)(F)c1cnc(/C=C/Nc2ccccc2Cl)c(Cl)c1,7.4,x,-7.6,20.4,-19.7,-16.9,1553,5.3,x,116.7,-0.1
COc1ccc(C(=O)NCCC2=CCCCC2)cc1,0.7,-2.15,-3.9,-42.9,52.2*,-16.9,1633,0.2,10.8,57.8,-5.7
Cc1ccc(-c2nc(SCC(=O)NCCN3C(=O)CSC3=O)[nH]c2-c2ccc(C)cc2)cc1,1.6,x,3.5,-2.9,4.5,2.3,1540,2.7,x,98.6,4.2
COc1ccccc1C(=O)NCCCn1cc(Br)c(C)n1,0.7,x,4.6,-1.2,3.4,2.6,1588,7.1,0.4,98.1,4.9
Cc1ccc(NC(=S)N(CCN2CCCCC2)Cc2ccco2)cc1Cl,0.6,-0.147,0.3,1.0,8.4,3.0,1529,2.3,1.6,95.0,-3.4
CC(=O)OCC(=O)Nc1ccc(Cl)cc1Cl,1.9,x,-4.7,-4.1,1.9,3.4,1650,-3.2,1.0,102.1,1.7
Cc1cc(N2CCN(C3CCCC3)CC2)n2c(nc3ccccc32)c1C#N,1.5,0.808,-6.1,14.2,0.8,5.8,1584,-3.7,0.3,97.4,7.8
O=C(O)c1ccc(NC(=O)c2cccc(N3C(=O)C4C5CCC(C5)C4C3=O)c2)cc1 (stereo unspecified),6.8,0.739,6.0,7.2,6.0,-1.1,1629,1.4,-6.0,96.0,1.6
